# MEKK3 PB1 HTS = raises or lowers MEK5 binding to the human MEKK3 PB1 domain; Q99759; bead-based flow cytometry, Alexa488-MEK5 binding to MEKK3; actives lie on both sides; 0 = blocked by unlabeled MEK5, 100 = vehicle; binding response (% of control), % at 10 µM; hit rate 1.4% among 290,000;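 active = binding response more than 3 SD above or below the average of its plate-row segment, actives on both sides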;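 also: Alexa488 bead fluorescence after subtracting the streptavidin-only scavenger bead signal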
# Target sequence (Q99759 whole entry, looked up, the tested form may be a part): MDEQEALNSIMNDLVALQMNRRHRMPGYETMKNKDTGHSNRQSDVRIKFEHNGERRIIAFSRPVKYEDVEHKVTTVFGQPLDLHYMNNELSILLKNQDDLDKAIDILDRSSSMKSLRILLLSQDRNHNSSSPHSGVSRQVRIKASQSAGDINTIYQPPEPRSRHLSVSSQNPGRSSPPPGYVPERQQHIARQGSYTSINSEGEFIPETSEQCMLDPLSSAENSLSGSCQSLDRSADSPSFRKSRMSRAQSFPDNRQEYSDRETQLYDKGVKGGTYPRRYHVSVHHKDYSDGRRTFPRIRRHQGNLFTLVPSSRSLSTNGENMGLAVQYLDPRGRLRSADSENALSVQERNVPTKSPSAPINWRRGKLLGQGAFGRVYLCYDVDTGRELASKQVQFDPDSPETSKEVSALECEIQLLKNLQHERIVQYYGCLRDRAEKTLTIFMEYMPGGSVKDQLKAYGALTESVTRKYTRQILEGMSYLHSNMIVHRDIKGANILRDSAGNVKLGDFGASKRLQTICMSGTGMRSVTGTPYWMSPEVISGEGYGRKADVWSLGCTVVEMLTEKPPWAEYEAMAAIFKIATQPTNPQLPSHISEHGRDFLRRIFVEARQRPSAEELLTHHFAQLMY
# M4 PAM = potentiates acetylcholine response at human M4 receptor | hit rate 0.4% among 360,000 | activation, % at 3 µM | AID 624126 | P08173 | CHO-K1 hM4/Gqi5, Fluo-8 calcium fluorescence, ACh EC20; 0% = ACh EC20, 100% = maximal ACh;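 active = activation above its plate's cutoff, the mean activation of sample wells plus 3 SD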; also: some results filed as inactive read as strong as hits
# CRFBP-R2 block = antagonists of CRF-binding protein/CRF-R2 receptor complex. HEK293 CRF-R2/CRF-BP, CRF-induced calcium fluorescence. inhibition, % at 11.8 µM. hit rate 0.59% among 350,000;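 active = inhibition of the ligand-induced calcium signal above about 50% at the single tested concentration, limit read from the data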
# pCIP destab = compounds decreasing mouse p/CIP protein stability; hit rate 0.01% among 290,000; AID 1984; decrease of EGFP signal, % at 10 µM; F442A p/CIP-EGFP cells, EGFP fluorescence, 16 h;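 active = EGFP signal decrease of at least 30% at 10 µM or well 3 SD below plate mean, unless failing retest; inactive = the rest, including hits failing retest or dose response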; also: some compounds called inactive have numbers as strong as hits; many of its hits are not listed in these tables
# IDE inh = cellular human IDE inhibition | hit rate 0.41% among 320,000 | inhibition, % at 5.59 µM | P14735 | AID 434962 | HEK cells, FAbetaB cleavage, fluorescence polarization;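 active = percent inhibition above the average of all tested compounds plus 3 SD, set per screening campaign, cut at about 16% in these data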;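 also: IDE supplied by intact live HEK cells; FP after avidin binding of uncleaved biotin substrate so inhibition keeps polarization high; 0% = DMSO wells and 100% = 60 µM reference IDE inhibitor Ii1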
# GalR3 antagonist = antagonists of human GalR3. HEK293 GalR3-CNG cAMP membrane potential fluorescence; galR3 body fused to GalR1 C-terminus. inhibition, % at 3 µM. hit rate 0.44% among 360,000. AID 651719;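 active = inhibition above the screen-wide average plus 3 SD, cut at about 13% in these data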;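 also: forskolin and galanin both at EC90 stimulate the cells; cAMP rise reported by CNG channel membrane potential dye signal; 0% = forskolin plus galanin with DMSO and 100% = forskolin alone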
# CRFR2-BP ag = CRF-BP/CRF-R2 complex agonism. hit rate 0.46% among 350,000. HEK293 CRF-R2/CRF-BP, calcium dye fluorescence (FLIPR); percent of saturating CRF peptide response. activation, % at 13.2 µM;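 active = activation of at least 50%, plus an integration ratio under a set limit after plate pattern correction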;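 also: plate controls were neutral control wells without compound for no effect and CRF at EC100 for full effect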
# IDE cell activ = boosts human insulin-degrading enzyme activity in HEK cells; P14735; FAbeta-B cleavage, fluorescence polarization; 0% vehicle, 100% cell-free pure enzyme wells; activation, % at 5.96 µM; hit rate 0.073% among 340,000; AID 493087;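 active = activation above the mean of all tested compounds plus 3 SD, set per screening campaign, cut at about 17% in these data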
# PHOSPHO1 inh = inhibitors of human PHOSPHO1 phosphatase; hit rate 1.1% among 290,000; Q8TCT1; recombinant PHOSPHO1, absorbance phosphatase assay; inhibition, % at 13.3 µM; in the data active = inhibition above about 60%
# Target sequence (Q8TCT1 whole entry, looked up): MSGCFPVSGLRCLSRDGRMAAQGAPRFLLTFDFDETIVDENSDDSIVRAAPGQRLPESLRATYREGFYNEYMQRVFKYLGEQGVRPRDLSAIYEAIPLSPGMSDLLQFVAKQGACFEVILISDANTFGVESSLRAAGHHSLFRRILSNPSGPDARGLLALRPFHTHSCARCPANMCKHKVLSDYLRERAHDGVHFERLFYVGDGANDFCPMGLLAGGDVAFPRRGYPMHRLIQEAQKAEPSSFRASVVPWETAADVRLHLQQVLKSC
# Active calls of the source: *; / = no result given.
# Sequence of screens: pCIP destab	IDE inh	M4 PAM	GalR3 antagonist	MEKK3 PB1 HTS	PHOSPHO1 inh	CRFR2-BP ag	IDE cell activ	CRFBP-R2 block
CC(C)C(OC(=O)c1nsc(Cl)c1Cl)C(=O)NCC1CCCO1 (stereo unspecified)
→ -9	0	-16	-9	99	27	-1.1	-2	-6
O=C(COc1ccccc1F)N/N=C1\CCCc2ccccc21
→ -11	3	9	-5	97	1	-1.9	-7	-23
CC(C)C(c1nnnn1Cc1ccc(F)cc1)N1CCC(C(N)=O)CC1 (stereo unspecified)
→ 14	0	17	3	93	16	2.9	1	0
COc1cccc(NC(=O)c2ccc(S(=O)(=O)N(C)C)cc2)c1
→ 9	3	-2	0	125	-7	1.4	-2	-8
O=C(COC(=O)Cc1ccc(F)cc1)NC(=O)c1ccccc1
→ /	4	9	-5	/	/	-0.6	-3	3
O=C(COC(=O)c1ccc(F)c(S(=O)(=O)N2CCOCC2)c1)NC1CCCCC1
→ /	-4	3	-5	/	/	0.9	3	-4
O=C1CC(SCCO)C(=O)N1c1ccc(Oc2ccccc2)cc1 (stereo unspecified)
→ 5	4	2	-3	93	-10	0.2	-3	19
O=C(c1ccco1)N1N=C(c2cccs2)CC1c1cc([N+](=O)[O-])ccc1O (stereo unspecified)
→ -7	-1	-2	3	103	61*	0.0	-2	0
COc1ccc(C(=O)n2c(SC)nc3cc4c(cc32)OCCO4)cc1
→ -5	1	-6	-4	95	2	-1.0	4	11
S=c1[nH]nc(Cc2noc3ccccc23)n1-c1ccc(Cl)cc1
→ 3	2	7	-5	104	-12	-2.5	-8	6
O=C(CCCN1C(=O)/C(=C/c2cccs2)SC1=S)NNC(=O)c1ccncc1
→ -5	2	9	-1	61	32	1.5	-2	-2
CCCN1CCCc2cc(CN)ccc21
→ -41	2	1	-4	97	21	5.7	3	7
Cc1ccc(-c2csc(N3C(=N)SCC3=O)n2)cc1
→ -4	4	/	-3	101	25	0.7	/	14
O=S(=O)(c1cccc(Br)c1)N1CCN(c2ncnc3scc(-c4ccccc4)c23)CC1
→ /	/	-2	1	/	/	5.9	0	-4
CC(C)CN(C(=O)c1cccc(S(=O)(=O)N2CCN(C)CC2)c1)C1CCS(=O)(=O)C1 (stereo unspecified)
→ /	1	-3	-2	/	/	-0.6	6	28
CC(Cc1cccs1)NC(=O)Nc1ccccc1 (stereo unspecified)
→ 0	-3	-8	-6	101	-11	-1.1	2	12
O=C1CC(NS(=O)(=O)c2ccc([N+](=O)[O-])cc2)CN1c1cccc(F)c1 (stereo unspecified)
→ /	1	-3	-4	/	/	0.8	13	9
CNC(=O)CN1C(=O)NC2(CCc3ccccc3C2)C1=O (stereo unspecified)
→ 14	0	1	-6	99	36	-5.8	3	21
O=C(COC(=O)c1ccc(S(=O)(=O)NCc2ccco2)cc1)NCC1CCCCC1
→ 5	0	-3	-2	102	3	0.2	-3	-17
Fc1ccc(NC(=S)N2CCCC2)cc1
→ /	1	4	0	103	/	3.0	8	6

# New compounds follow
# Sequence of screens: pCIP destab	IDE inh	M4 PAM	GalR3 antagonist	MEKK3 PB1 HTS	PHOSPHO1 inh	CRFR2-BP ag	IDE cell activ	CRFBP-R2 block
CCCCn1c(NCc2ccccn2)nc2ccccc21
→ -12	0	0	-8	104	-2	-2.2	-4	-10
CCOC(=O)C1C2C=CC3(CN(c4ccc(Cl)c(F)c4)C(=O)C13)O2 (stereo unspecified)
→ -5	0	6	0	83	-20	2.4	0	8
COc1ccccc1OCC(=O)Nc1ccccc1C(=O)Nc1cccc(C(=O)O)c1
→ -2	-1	5	-1	99	36	-3.7	-3	13
COc1ccc(C(=O)Nc2ccccc2)cc1NC(=O)c1ccc([N+](=O)[O-])cc1
→ -1	-1	-3	3	105	34	-3.0	1	20
OCC(O)CN1CCCC1 (stereo unspecified)
→ -6	10	3	-2	99	28	-1.4	/	-3
C/C(CC(=O)Nc1ccc2c(c1)OCO2)=N\NC(=O)OC(C)(C)C
→ -3	-1	2	-5	97	-26	-1.6	4	-5
CSCC[C@H](NC(=O)C(C)Oc1ccc(Cl)cc1)c1nc2ccccc2[nH]1 (stereo partly specified)
→ -5	-1	-3	-4	100	-10	-1.6	-3	4
O=C(c1ccc(F)cc1)N1CCC(n2nnc3ccccc32)CC1
→ -6	2	0	-4	99	41	-1.0	2	-1
COc1ccc(NC(=S)N(CCc2ccncc2)C(C)C)cc1Cl
→ /	/	2	-3	/	/	-0.9	/	-21
CCn1c(SCc2nc(-c3cccs3)no2)nnc1-c1c[nH]c2ccccc12
→ -10	4	-11	-6	93	26	-1.7	1	10
O=C(c1ccncc1)N1CCN(S(=O)(=O)c2ccc(OC(F)(F)F)cc2)CC1
→ /	-1	4	-1	/	/	0.0	2	10
O=C(CN1CCOc2ccccc21)NCc1ccco1
→ -6	3	-4	1	97	26	-3.4	-1	-6
O=C(CSc1nc2ccc(Nc3nc(N4CCOCC4)nc(N4CCOCC4)n3)cc2s1)NCc1ccco1
→ -9	3	5	-3	95	16	-0.2	-9	-12
COc1cccc(C2C3=C(CC(C)(C)CC3=O)Nc3cc4c(cc32)OCO4)c1 (stereo unspecified)
→ -6	5	3	0	107	0	-1.3	1	6
CC(CCc1ccccc1)NC(=O)N1CCOCC1 (stereo unspecified)
→ -10	3	2	0	99	-2	0.5	1	17
Nc1ccn([C@@H]2O[C@H](CNCc3ccc(-c4cc(C(F)(F)F)ccc4Cl)o3)[C@@H](O)[C@H]2O)c(=O)n1
→ /	/	7	6	/	/	0.5	/	-16
CN(Cc1ccccc1)C(=O)c1cccc(NC(=O)Cc2ccc(NC(=O)C3CCN(C(=O)C4CCCCC4)CC3)cc2)c1
→ /	/	-3	-6	/	/	-0.3	1	5
COc1ccc(OC)c(S(=O)(=O)Nc2ccccc2C(=O)O)c1
→ -8	3	-4	-6	108	14	0.2	4	5
CC1(C)NC(=O)N(CC(=O)Nc2nc(-c3ccc(F)cc3)cs2)C1=O
→ -7	0	0	-6	/	-6	-4.8	-2	-8
Cc1cc(C)nc(Nc2ncc(O)n2-c2ccc(Br)cc2)n1
→ 1	2	1	-3	100	41	1.4	3	14

# Random excerpt: two compounds from above.
# Sequence of screens: pCIP destab	IDE inh	M4 PAM	GalR3 antagonist	MEKK3 PB1 HTS	PHOSPHO1 inh	CRFR2-BP ag	IDE cell activ	CRFBP-R2 block
O=C(c1ccncc1)N1CCN(S(=O)(=O)c2ccc(OC(F)(F)F)cc2)CC1
→ /	-1	4	-1	/	/	0.0	2	10
OCC(O)CN1CCCC1 (stereo unspecified)
→ -6	10	3	-2	99	28	-1.4	/	-3

# (listing goes on)
# Sequence of screens: pCIP destab	IDE inh	M4 PAM	GalR3 antagonist	MEKK3 PB1 HTS	PHOSPHO1 inh	CRFR2-BP ag	IDE cell activ	CRFBP-R2 block
COc1ccc(/C=N/n2c(-c3cc(C)[nH]n3)n[nH]c2=S)cc1
→ -1	1	-13	-2	101	0	0.4	2	5
COCC(C)NCc1cccc([N+](=O)[O-])c1 (stereo unspecified)
→ -13	4	-1	-5	93	46	-0.1	6	2
O=C(NCc1ccccc1Cl)c1cc(=O)[nH]c2ccccc12
→ -1	6	-3	-6	103	20	-1.9	-1	13
CN(C(=O)COC(=O)CNC(=O)c1sc2ccccc2c1Cl)c1ccccc1
→ 0	0	7	3	100	-2	0.4	0	-2
CCOc1cc(/C=N/NC(=O)c2ccc(NC(=O)C3CC3)cc2)ccc1O
→ -4	3	6	-4	105	9	-0.5	4	14
CCCC(CCC(=O)Nc1ccc(C(=O)OC)cc1)C(=O)O (stereo unspecified)
→ -9	-5	0	-2	125*	-10	-1.5	2	2
COc1ccc(N2CCN(C(=O)CN3C(=O)COc4ccccc43)CC2)cc1
→ -3	8	2	4	101	14	-0.1	5	-1
CC(=O)NC(=S)Nc1cccc(S(=O)(=O)NC2=NCCC2)c1
→ -2	-3	-1	-9	101	12	0.6	5	6
CC(C)CC(=O)N1CCN(S(=O)(=O)c2ccccc2)CC1
→ -13	1	5	2	98	14	1.4	1	2
C=CCOC(=O)C1=C(C)NC(SCC(=O)Nc2ccc(C)c(Cl)c2)=C(C#N)C1c1ccco1 (stereo unspecified)
→ -14	1	-5	-2	110	15	4.3	5	12
C[C@@H]1CCCCO[C@@H](CN(C)C(=O)c2ccncc2)[C@@H](C)CN([C@H](C)CO)C(=O)c2cc(N(C)C)ccc2O1
→ /	/	5	0	/	/	2.6	/	-6
O=C(CSc1nncs1)Nc1ccc2c(c1)OCO2
→ 7	-4	-1	-4	96	-1	-2.0	2	3
CC(C)n1cc(/C=C2/NC(=O)NC2=O)c2ccccc21
→ -5	2	-1	0	95	-3	-0.7	-1	-28
Clc1ccc2ccc3cccnc3c2n1
→ -18	/	-3	-11	104	61*	-1.0	3	12
COCCNC(=O)C(OC(=O)c1cccs1)c1ccccc1 (stereo unspecified)
→ -13	-3	-1	-4	103	-8	-1.1	-2	-5
Cc1ccc(C(=O)NCc2ccc(F)cc2)cc1NC1=NC2CS(=O)(=O)CC2S1 (stereo unspecified)
→ -2	-2	-2	1	99	41	1.9	-3	17
Cc1ccc(/C=N/NC(=O)COc2ccc(Cl)c(C)c2)o1
→ -5	1	-4	-9	100	36	0.5	1	-1
CSc1ccc(-c2c(C#N)c(N)nc3c2CCCC3)cc1
→ 1	-3	7	-3	99	-2	0.4	5	8
CCN(CC(=O)Nc1ccccc1OC)CC(=O)Nc1ccccc1C(F)(F)F
→ -28	2	-3	3	114	21	-3.2	-2	1
Cc1ccc(C(=O)Nc2nnc(C)s2)cc1
→ 6	-3	1	-1	98	11	-1.0	/	-39

# Next part:
# Sequence of screens: pCIP destab	IDE inh	M4 PAM	GalR3 antagonist	MEKK3 PB1 HTS	PHOSPHO1 inh	CRFR2-BP ag	IDE cell activ	CRFBP-R2 block
O=C(CNc1cccc2ccccc12)c1ccc([N+](=O)[O-])cc1
→ 2	2	10	0	100	11	-1.9	-4	-27
Cc1ccnc(N2C3CCC2CC(O)(c2ccccc2)C3)n1 (stereo unspecified)
→ -7	-4	13	-10	87	52	0.8	4	-5
CCOC(=O)C1(CCOc2ccccc2)CCN(Cc2ccc(NC(C)=O)cc2)CC1
→ -6	1	-7	-3	100	44	-0.2	4	-11
COc1ccc(NC(=O)C2CCN(C(=O)c3cccs3)CC2)c(OC)c1
→ -4	5	1	4	95	-8	-0.2	6	-14
CC1CCCC(NC(=O)COC(=O)c2cccs2)C1C (stereo unspecified)
→ /	-4	6	-5	/	/	0.3	1	-1
Cc1ccc(/C=N/Nc2nc(Cl)c(Cl)cc2Cl)s1
→ 7	1	2	-1	105	7	-2.1	0	8
COc1cccc(C(=O)Nc2nnc(SCC(=O)Nc3ccc(NC(C)=O)cc3)s2)c1
→ 1	5	-1	1	100	28	-0.7	-1	-3
CCC(CC)c1nnc(NC(=O)CS(=O)(=O)c2ccc(C)cc2)s1
→ -7	-4	8	-4	102	16	-0.6	-1	-1
Cc1ccc2nc(-c3ccccc3)nn2c1
→ /	/	-2	3	/	/	2.7	0	-2
Cc1cccc(-n2c(=O)c3ccccc3n3c(=S)[nH]nc23)c1C
→ -3	-1	-1	-9	98	-2	-0.2	7	-4
CCCCN(CC)CCNC(=O)c1cc2c(=O)n(CC)c3ccccc3c2s1
→ 2	0	2	-18	104	16	1.2	2	0
N#Cc1c(SCC(=O)Nc2ccccc2)nsc1SCC(=O)Nc1ccccc1
→ -8	-3	0	-4	98	1	0.0	3	37
Cc1ccc(-c2nc(N)n(C(=O)c3cccs3)n2)cc1
→ 4	1	-1	/	96	0	-0.2	3	4
CCCC(=O)OCC(=O)Nc1cc(C(C)(C)C)nn1-c1ccccc1
→ -6	-1	3	-5	103	-30	0.5	9	7
Cc1sc2ncn(CC(=O)NCC(=O)N3CCN(c4ccc(F)cc4)CC3)c(=O)c2c1C
→ 3	10	-2	7	97	32	-0.7	-8	1
